KB-V1 cytotox: kills drug-selected multidrug resistant KB-V1 cells | KB-V1 MDR cells viability, CellTiter-Glo, 72 h | 3.4% of 400,000 active | AID 1347076 | Potency, µM (titrated, usually from 46.1 µM), without a hit: top-dose activity change, negative = cytotoxicity, most hits filed as cytotoxic; note: % is set by controls: 0 for no effect and ±100 for the full control effect; nearly all actives have a fitted effect of over 60% in size
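Cells of the MDR subline KB-V1 are plated, dosed with compound at multiple concentrations, and incubated 72 h at 37 degrees C; CellTiter-Glo is then added and luminescence read after 10 min.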
KB-3-1 tox: KB-3-1 parental cell cytotoxicity; Potency, µM (series often up to 46.1 µM), for inactives: top-dose activity change, negative = cytotoxic, most hits filed as cytotoxic; AID 1347075; 1.4% of 400,000 active; KB-3-1 viability, CellTiter-Glo ATP luminescence, 72 h; note: % is set by controls: 0 for no effect and ±100 for the full control effect; nearly all actives have a fitted effect of over 60% in size
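Cytotoxicity measured as CellTiter-Glo luminescence after 72 h at 37 C. Compound titrations were pinned onto drug-naive KB-3-1 parental adenocarcinoma cells grown in DMEM with 10% FBS, and normalized data fitted to concentration-response curves.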
SW480 rereplic: inducers of DNA re-replication in SW480 colon cancer cells | AID 624297 | Potency, µM (top dose mostly 46.1 µM), for the others: top-dose re-replication activation, actives largely listed as activators | SW480 DNA re-replication, Hoechst DNA content imaging, 48 h | 1.8% of 340,000 active; note: % of control where 0% means no effect; nearly all actives have a fitted effect of over 55% in size
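Hoechst fluorescence of nuclei (405 nm excitation, 500-530 nm emission) measured by plate-scanning imager after 48 hr compound exposure at 37 C; re-replication scored as increased number of nuclei with elevated intensity.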
ATXN2 expr inh: inhibitors of ATXN2 expression. HEK-293 ATXN2-luciferase reporter, luminescence, 24 h. Potency, µM (series often up to 57 µM), for inactives: at the highest dose activity change, negative = inhibition, most hits filed as inhibitors. 0.72% of 360,000 active. AID 1745845; note: % is set by controls: 0 for no effect and ±100 for the full control effect; nearly all actives have a fitted effect of over 55% in size
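ATXN2-luciferase reporter cells (luciferase flanked by upstream and downstream ATXN2 gene portions) were treated 24 h at 37 °C with compounds at up to 57 uM. SteadyGlo luminescence gave expression; GF-AFC fluorescence gave viability.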
MCF10A rereplic: induces DNA re-replication in MCF 10a normal breast cells. Potency, µM (series often up to 46.1 µM), for inactives: at the top dose activity, positive = re-replication, actives largely listed as activators. MCF 10A DNA re-replication, Hoechst nuclear intensity, 48 h. AID 624296. 2.9% of 350,000 active; note: % of control where 0% means no effect; nearly all actives have a fitted effect of over 50% in size
Active calls of the source: *; ? = inconclusive; · = no result given; & = joins results of further samples; ! = a repeat was not active; [ ] = another dose, or the depositor's remark. Calls come from the whole dose curve; as a rule, active = well fitted curve in the direction sought with a large enough effect; inconclusive = small, poorly fitted or top-dose-only effect, or another doubt; inactive = no such curve, though single readings can be large; an effect the other way counts as inactive or inconclusive. Potency is the fitted concentration of half-maximal effect.

smiles	KB-V1 cytotox	KB-3-1 tox	SW480 rereplic	ATXN2 expr inh	MCF10A rereplic
CCCN[C@@H](C)C(=O)Nc1c(C)csc1C(=O)OC	·	·	-3%[20.6 µM]	·	-5%[20.6 µM]
CC[C@H](Cc1c(I)cc(I)c(N)c1I)C(=O)O	·	·	-5%[20.6 µM]	·	-1%[20.6 µM]
CN(C)CCOC(=O)[C@@H](c1ccccc1)C1(O)CCCC1	·	·	-2%	·	3%
CC(O)CN(C)C (stereo not drawn)	·	·	0%	·	3%
COc1ccc(S(=O)(=O)N2c3ccc(Cl)cc3[C@](O)(c3ccccc3Cl)[C@@H]2C(=O)N2CCC[C@H]2C(N)=O)cc1OC	·	·	-1%	·	0%
C/C=C\C(=O)N(CC)c1ccccc1C	·	·	-5%[20.6 µM]	·	-3%[20.6 µM]
C=CC1=C(C(=O)O)N2C(=O)[C@@H](NC(=O)C(N=O)c3csc(N)n3)[C@H]2SC1 (stereo partly drawn)	·	·	-1%	·	-5%
CCC(C)[C@@H](N)C(=O)O (stereo partly drawn)	·	·	-6%	·	-2%
Cn1c(O)c(N=NC(N)=S)c2ccccc21	·	·	-5%	·	14%
CCOC(=O)C(CCc1ccccc1)NC(C)C(=O)N1Cc2ccccc2CC1C(=O)O (stereo not drawn)	·	·	-12%	·	-2%
CNC(=O)CN1CCC(Oc2cc3c(Nc4cccc(Cl)c4F)ncnc3cc2OC)CC1	·	·	·	?	·
COc1c(Cl)cc2c([nH]c3cnccc32)c1NC(=O)c1cccnc1C	·	·	·	2%	·
Cc1cccc(C=NNc2cc(N3CCOCC3)nc(OCCc3ccccn3)n2)c1	·	·	·	0.97µM*	·
COCCCOc1cc(C[C@@H](C[C@H](N)[C@@H](O)C[C@H](C(=O)NCC(C)(C)C(N)=O)C(C)C)C(C)C)ccc1OC	·	·	·	6%&-2%	·
COc1cc(C(=O)OC(COCCC(C)C)CN2CCOCC2)cc(OC)c1OC (stereo not drawn)	·	·	·	1%	·
C[C@@H](N)C1CCC(C(=O)Nc2ccncc2)CC1 (stereo partly drawn)	·	·	·	11%	·
COc1cc2c(cc1OC)C(=O)CC2	·	·	·	21%	·
O=C(Nc1ccc(OC(F)(F)F)cc1)c1sccc1NCc1ccnc2ccccc12	·	·	·	78%[activator]	·
C[C@@H]1COC(Nc2ccc3ncnc(Nc4ccc(OCc5nccs5)c(Cl)c4)c3c2)=N1	·	·	·	?	·
COc1cc(NS(=O)(=O)c2ccc(N)cc2)nc(C)n1	·	·	·	6%	·
COc1ccc(-n2nc(CCC(=O)N(C)O)cc2-c2ccc(Cl)cc2)cc1	·	·	·	?	·
CC#CCn1c(N2CCC[C@@H](N)C2)nc2c1c(=O)n(Cc1nc(C)c3ccccc3n1)c(=O)n2C	·	·	·	-19%	·
CCOC(=O)N1CCC(Nc2ccc(Cl)cc2N)CC1	·	·	·	?	·
COc1ccc(C=CC(=O)Nc2ccccc2C(=O)O)cc1OC	·	·	·	0.97µM*	·
C/C(=C1\CCOC(=O)S1)N(C=O)Cc1cnc(C)nc1N	·	·	·	5%	·
COc1cc2c(Oc3ccc(NC(=O)C4(C(=O)Nc5ccc(F)cc5)CC4)cc3F)ccnc2cc1OCCCN1CCOCC1	·	·	·	27µM*	·
Cc1ccccc1C(=O)Nc1ccc(C(=O)N2CCCC(O)c3cc(Cl)ccc32)c(C)c1 (stereo not drawn)	·	·	·	16%	·
CN(C)CC(=O)N1CCC(c2ccc(NC(=O)c3ncc(C#N)[nH]3)c(C3=CCCCC3)c2)CC1	·	·	·	?	·
CC(C)C[C@@H](C(=O)N[C@H](C(=O)OC1CCCC1)c1ccccc1)[C@H](O)C(=O)NO	·	·	·	22µM*	·
Cc1cn([C@@H]2O[C@H](CO)[C@@H](O)[C@H]2F)c(=O)[nH]c1=O	·	·	·	8%	·

3 consecutive entries already listed:
smiles	KB-V1 cytotox	KB-3-1 tox	SW480 rereplic	ATXN2 expr inh	MCF10A rereplic
CCCN[C@@H](C)C(=O)Nc1c(C)csc1C(=O)OC	·	·	-3%[20.6 µM]	·	-5%[20.6 µM]
CC[C@H](Cc1c(I)cc(I)c(N)c1I)C(=O)O	·	·	-5%[20.6 µM]	·	-1%[20.6 µM]
CN(C)CCOC(=O)[C@@H](c1ccccc1)C1(O)CCCC1	·	·	-2%	·	3%

Next structures
smiles	KB-V1 cytotox	KB-3-1 tox	SW480 rereplic	ATXN2 expr inh	MCF10A rereplic
CC(C)C(=O)Nc1cccc(C(F)(F)F)c1	·	·	·	11%	·
Cc1nc(NC(=O)N2CCC[C@@H]2C(N)=O)sc1-c1ccnc(C(C)(C)C(F)(F)F)c1	·	·	·	?	·
Oc1ccc(C=Cc2cc(O)cc(O)c2)cc1	·	·	·	59%[activator]	·
O=C(Cc1ccc(-c2ccc(OCCN3CCOCC3)cc2)cn1)NCc1ccccc1	·	·	·	-27%	·
NS(=O)(=O)c1ccc(NC2=CC(=O)c3ccccc3C2=O)cc1	·	·	·	-16%	·
CC(C)Nc1cc(C(F)(F)F)cc2nc(NC(=O)c3cccnc3)nn12	·	·	·	?	·
CSc1cccc(Nc2ncc3cc(-c4c(Cl)cccc4Cl)c(=O)n(C)c3n2)c1	·	·	·	?	·
Cc1nc(N)sc1-c1ccnc(Nc2ccc(N3CCOCC3)cc2)n1	·	·	·	11µM*	·
Cc1nc(C(=O)NCC(=O)O)c(O)c2ccc(Oc3ccccc3)cc12	·	·	·	23%	·
Cn1cc(-c2ccc3nnc(C(F)(F)c4ccc5ncccc5c4)n3n2)cn1	·	·	·	-23%	·
CNC(=O)c1cnn(-c2nc(N)c3ncn([C@@H]4O[C@H](CO)[C@@H](O)[C@H]4O)c3n2)c1	·	·	·	-10%	·
COC(=O)C1=C(C)NC(C)=C(C(=O)OCCc2ccc(N3CCN(C(c4ccccc4)c4ccccc4)CC3)cc2)C1c1cccc([N+](=O)[O-])c1 (stereo not drawn)	·	·	·	4%	·
Cc1ccc(F)c(NC(=O)Nc2ccc(-c3cccc4[nH]nc(N)c34)cc2)c1	·	·	·	?	·
O=C(CO)N1CCC(c2[nH]nc(-c3ccc(Cl)cc3)c2-c2ccncn2)CC1	·	·	·	-14%	·
CCOC(=O)c1ccc(OCCN2C[C@H](O)[C@@H](O)[C@H](O)[C@H]2CO)cc1	·	·	·	19%	·
C[C@@H](Oc1cc(-n2cnc3ccc(CN4CCN(C)CC4)cc32)sc1C(N)=O)c1ccccc1C(F)(F)F	·	·	·	31µM*	·
CCC[C@H](N[C@@H](C)C(=O)N1[C@@H]2CCCC[C@H]2C[C@H]1C(=O)O)C(=O)OCC	·	·	·	-4%	·
COc1ccc(-n2nc(C(N)=O)c3c2C(=O)N(c2ccc(N4CCCCC4=O)cc2)CC3)cc1	·	·	·	5%	·
CN1CCN(CCOc2cc(OC3CCOCC3)c3c(Nc4c(Cl)ccc5c4OCO5)ncnc3c2)CC1	·	·	·	7%	·
CNc1nc(Nc2ccc(C(=O)N3CCOCC3)cc2OC)ncc1Cl	·	·	·	8%	·
CCn1c(C(=O)N(C2CC2)C2CC2)cc2c3c(ncn3C)c(Nc3cc(C)n(C)n3)nc21	·	·	·	-1%	·
CN(C)[C@@H](CCOc1cccc2ccccc12)c1ccccc1	·	·	·	32µM*!	·
O=C(Nc1cc2cc[nH]c2cn1)c1ccccc1	·	·	·	?	·
O=C1CC2(CCCC2)CC(=O)N1	·	·	·	8%	·
Nc1nnnn1-c1ccccc1	·	·	·	-6%	·
C/C=C(/C(=C/C)c1ccc(OC(C)=O)cc1)c1ccc(OC(C)=O)cc1	·	·	·	-12%	·
CC1(C)O[C@H]2CC(=O)OC[C@]23[C@H]2CC[C@@]4(C)[C@H](c5ccoc5)OC(=O)[C@H]5O[C@]54[C@]2(C)C(=O)C[C@@H]13	·	·	·	-5%&0%	·
NC(=O)N[C@@H](CCC(=O)O)C(=O)O	·	·	·	-4%	·
CCn1cc(-c2ccnc3[nH]c(-c4cccc(CN(C)C)c4)cc23)c(-c2ccc(NC(=O)N(C)C)cc2)n1	·	·	·	?	·
c1cc(OCCN2CCCCC2)cc(-c2n[nH]c3ccc(-c4ncn[nH]4)cc23)c1	·	·	·	?	·

4 compounds drawn at random from the list so far:
smiles	KB-V1 cytotox	KB-3-1 tox	SW480 rereplic	ATXN2 expr inh	MCF10A rereplic
COc1cc2c(Oc3ccc(NC(=O)C4(C(=O)Nc5ccc(F)cc5)CC4)cc3F)ccnc2cc1OCCCN1CCOCC1	·	·	·	27µM*	·
CC(C)C(=O)Nc1cccc(C(F)(F)F)c1	·	·	·	11%	·
COc1cc2c(cc1OC)C(=O)CC2	·	·	·	21%	·
CN1CCN(CCOc2cc(OC3CCOCC3)c3c(Nc4c(Cl)ccc5c4OCO5)ncnc3c2)CC1	·	·	·	7%	·

(more compounds)
smiles	KB-V1 cytotox	KB-3-1 tox	SW480 rereplic	ATXN2 expr inh	MCF10A rereplic
Cc1c(NC(=O)OC[C@@H]2COCCN2)cn2ncnc(Nc3ccc4c(cnn4Cc4cccc(F)c4)c3)c12	·	·	·	?	·
COC(=O)c1nc(Cl)c(Cl)nc1N	·	·	·	?	·
Nc1c(I)cc(I)c(C(=O)N(CCC(=O)O)c2ccccc2)c1I	·	·	·	3%	·
O=C(c1ccc(C(=O)N2CCC(N3CCCC3)CC2)c(Nc2ccccc2)c1)N1CCC(N2CCCC2)CC1	·	·	·	-7%	·
CC=CC(=O)N(CC)c1ccccc1C	·	·	·	-2%	·
Nc1nc(=O)n([C@@H]2O[C@H](CO)[C@@H](O)[C@@H]2F)cc1I	·	·	·	-4%	·
CN[C@H]1[C@@H](O)[C@@H]2O[C@@H]3O[C@H](C)CC(=O)[C@]3(O)O[C@@H]2[C@@H](NC)[C@H]1O	·	·	·	27µM*	·
CCOc1ncc(F)c(=O)[nH]1	·	·	·	-4%	·
CN(C)CCN1CCN(c2cccc(Cl)c2)C1=O	·	·	·	17%	·
COc1ccc(-c2cc3c(C)nc(N)nc3n(C3CCC(OCCO)CC3)c2=O)cn1 (stereo not drawn)	·	·	·	?	·
Cc1cc(Nc2cc(N3CCN(C)CC3)nc(C=Cc3ccccc3)n2)n[nH]1	·	·	·	?	·
O=C(Nc1ncc(SCCN2CCCC2)s1)[C@]1(c2ccc(S(=O)(=O)C3CC3)cc2)C[C@@H]1C1CCCCC1	·	·	·	27µM*	·
Nc1ncnc2c1ncn2Cc1c(F)cccc1Cl	·	·	·	9%	·
CCN(CC)CCn1c(=O)c(Cc2ccc(OC)cc2)nc2ccccc21	·	·	·	12%	·
O=C(O)Cc1ccc2c(c1)C(=O)c1ccccc1CO2	·	·	·	11%	·
COc1ccc(Cn2ccc3ccc(C(=O)NO)cc32)cc1	·	·	·	?	·
COCC(=O)NCC=Cc1ccc2ncnc(Nc3ccc(Oc4ccc(C)nc4)c(C)c3)c2c1	·	·	·	?	·
CC(CC(C#N)(c1ccccc1)C(C)C)N(C)C (stereo not drawn)	·	·	·	-6%	·
CCOC(=O)C(=O)CCc1ccccc1	·	·	·	3%	·
CC1CCN(c2cc(N3CCN(C)CC3)ccc2NC(=O)c2cc(C#N)c[nH]2)CC1	·	·	·	?	·
O=C(CC1N=C2c3ccccc3N=C(SCc3ccc(F)cc3)N2C1=O)NC1CCCCC1 (stereo not drawn)	-7%	-1%	·	·	·
CCC1Nc2cc(Cl)c(S(N)(=O)=O)cc2S(=O)(=O)N1 (stereo not drawn)	·	·	-6%	5%	1%

Screening data from PubChem BioAssay.

Not all compounds are listed; count on the stated rates, not on these rows.
